Bioassay records as filed in PubChem.
Candida biofilm – kills Candida albicans biofilms; actives 0.14% (n = 85,000); inhibition, % at 6 µM; C. albicans biofilm + clotrimazole, Alamar Blue;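 active means inhibition above 20%; inactive means inhibition below 20%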;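 further: preformed 24 hr biofilms exposed to compound for 48 hr; 0% = biofilm without compound and 100% = blank killed by clotrimazole plus chlorhexidine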
CYP2C9 inh – inhibitors of human CYP2C9; P11712; CYP2C9 Supersomes, luciferin-H conversion, luminescence; inhibition, % at 5 µM; actives 20% (n = 96,000);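 active means blocking of liver enzyme CYP2C9 beyond about 50% at 5 µM, limit read from the data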; further: values of inactives mirror those of a sister screen read the other way
LYP act – activators of human LYP (PTPN22) phosphatase. activation, % at 2 µM. recombinant LYP, DiFMUP fluorescence; 0 = plate median, 100 = signal doubled. actives 0.11% (n = 96,000);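 active means activation at 2 µM above a set limit, the mean plus 5 SD, cut at about 37% in these data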
PLK1 kinase inh – blocks human PLK1 kinase activity; inhibition, % at 10 µM; recombinant PLK1 kinase, TR-FRET peptide phosphorylation; P53350; actives 0.53% (n = 97,000);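 active means inhibition of 50% or more in the single-concentration screen; inactive means inhibition below 50%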;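 further: 0% = DMSO max control and 100% = H-89 dihydrochloride min control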
HIV Rev-RRE inh – HIV Rev-RRE protein-RNA interaction inhibition | AID 704 | Rev peptide-RRE RNA binding, FRET | inhibition, % at 8 µM | P05866 | actives 0.79% (n = 97,000);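 active means inhibition above the screen-wide mean plus 3 SD, cut at about 35% in these data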;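 further: 0% = median DMSO wells and 100% = median Neomycin B control wells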
Target sequence (P05866 whole entry, looked up): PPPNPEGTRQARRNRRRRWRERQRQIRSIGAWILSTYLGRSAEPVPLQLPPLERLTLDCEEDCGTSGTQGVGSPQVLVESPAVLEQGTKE
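Test system: Cy5-tagged RRE RNA duplex with fluorescein-tagged Rev peptide | Read-out: % inhibition of FRET ratio versus controls | Probe or stimulus: Labelled Rev peptide | Incubation: 5 min RNA-compound premix plus 15 min binding step, 25 °C | Technique: FRET fluorescence readout | Benchmarks: DMSO low control, neomycin B high control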
Plk1 PBD FP – Plk1 (human) PBD binding inhibition. Plk1 PBD phosphopeptide binding, fluorescence polarization. P53350. inhibition, %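 (tested at about 20 µM)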. actives 0.13% (n = 97,000); in the data active means inhibition above about 34%, passing the limit was not always enough
CYP2C9 act – activators of human CYP2C9; activation factor at 5 µM; recombinant CYP2C9, luciferin-H conversion, luminescence; stronger effect = higher value; factor 1 = untreated enzyme, 0 = blocked; actives 1.4% (n = 96,000); P11712;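 active means activation factor of 2 or more for CYP2C9 at a 5 µM dose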;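 further: 0 = sulfaphenazole-blocked wells and 1 = vehicle-only wells; values of inactives mirror those of a sister screen read the other way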
PTPN22 inh 2 – blocks human PTPN22 phosphatase activity; actives 0.21% (n = 96,000); inhibition, % at 2 µM; recombinant LYP catalytic domain, DiFMUP fluorescence;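 active means inhibition at 2 µM at or above a set limit, the screen mean plus 3 SD, cut at about 24% in these data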;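 further: 0% = DMSO with enzyme and 100% = enzyme fully blocked by orthovanadate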
EphB4 ephrin blk – antagonists of human EphB4-ephrin-B2 interaction. P54760. EphB4 LBD / TNYL-RAW-Alexa532 peptide, fluorescence polarization. inhibition, % at 7 µM. actives 0.15% (n = 97,000). AID 720;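 active means inhibition above the screen-wide mean inhibition plus 3 SD, cut at about 15% in these data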;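 further: 0% = DMSO wells and 100% = excess unlabeled TNYL-RAW peptide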
Target sequence (P54760 whole entry, looked up, the tested form may be a part): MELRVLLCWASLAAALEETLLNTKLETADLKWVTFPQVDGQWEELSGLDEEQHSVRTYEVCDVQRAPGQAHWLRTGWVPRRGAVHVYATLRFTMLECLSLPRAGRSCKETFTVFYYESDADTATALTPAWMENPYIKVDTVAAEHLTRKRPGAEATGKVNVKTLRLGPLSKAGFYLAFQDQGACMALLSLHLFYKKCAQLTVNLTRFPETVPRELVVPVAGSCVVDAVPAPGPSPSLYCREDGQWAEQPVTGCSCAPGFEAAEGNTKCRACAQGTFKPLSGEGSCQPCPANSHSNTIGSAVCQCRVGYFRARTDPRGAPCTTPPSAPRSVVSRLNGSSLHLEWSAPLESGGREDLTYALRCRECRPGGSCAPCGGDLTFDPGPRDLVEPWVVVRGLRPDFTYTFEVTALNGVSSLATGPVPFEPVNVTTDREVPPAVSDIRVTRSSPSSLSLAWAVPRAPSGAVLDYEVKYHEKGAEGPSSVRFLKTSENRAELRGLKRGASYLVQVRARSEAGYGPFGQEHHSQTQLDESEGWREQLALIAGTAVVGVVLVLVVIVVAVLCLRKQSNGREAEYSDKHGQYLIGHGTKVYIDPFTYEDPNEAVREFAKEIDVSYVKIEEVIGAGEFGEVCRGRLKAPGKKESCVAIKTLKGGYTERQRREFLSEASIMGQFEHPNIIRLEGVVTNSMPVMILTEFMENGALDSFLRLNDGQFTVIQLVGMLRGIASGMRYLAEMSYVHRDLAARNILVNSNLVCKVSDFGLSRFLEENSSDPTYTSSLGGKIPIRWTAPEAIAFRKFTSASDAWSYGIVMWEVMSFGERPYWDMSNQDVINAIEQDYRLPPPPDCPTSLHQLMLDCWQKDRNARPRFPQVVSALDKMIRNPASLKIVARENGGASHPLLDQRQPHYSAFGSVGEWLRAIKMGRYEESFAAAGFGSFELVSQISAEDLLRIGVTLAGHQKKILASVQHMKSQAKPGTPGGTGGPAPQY
* hit, by the source's call; / = no result given.

SMILES | Candida biofilm | CYP2C9 inh | LYP act | PLK1 kinase inh | HIV Rev-RRE inh | Plk1 PBD FP | CYP2C9 act | PTPN22 inh 2 | EphB4 ephrin blk
Cc1noc(/C=C/N(C)C)c1S(=O)(=O)N(C)CC(=O)NC1CCCCC1 | / | 62.2* | -1.9 | -12.5 | 2.4 | 2.1 | 0.4 | -1.1 | 10.5
CCCN1CNC(=S)N(c2cccc(C)c2C)C1 | 5.7 | -18.3 | 0.4 | 0.9 | 4.8 | -2.4 | 1.2 | 1.7 | 2.8
CCN(C1CCCCC1)S(=O)(=O)c1ccc(OC)c(C)c1 | 4.2 | -109.0 | -7.9 | -1.5 | 10.2 | -25.5 | 2.1* | 9.4 | 1.1
O=P(c1ccccc1)(c1ccccc1)C(c1ccco1)N1CCOCC1 (stereo not drawn) | 4.0 | 3.2 | 8.2 | -7.3 | 3.2 | 37.5 | 1 | -8.8 | -1.3
N#CCCn1c(-c2nonc2NC(=O)c2ccccc2Cl)nc2ccccc21 | / | 11.8 | 1.9 | -13.4 | -0.3 | 4.1 | 0.9 | -3.0 | -3.7
CCC(C)(C)NC(=O)C(c1cccs1)N(CC1CCCO1)C(=O)Cn1nnc2ccccc21 (stereo not drawn) | 6.4 | -5.5 | -15.7 | -6.8 | 6.8 | 1.3 | 1.1 | 14.1 | -4.2
COc1ccc(C(C)=O)cc1CSc1nnc(-c2ccccc2O)n1-c1ccccc1 | / | 53.3* | -5.6 | -14.7 | 6.2 | -25.6 | 0.5 | 9.1 | 0.9
N#Cc1c(N)n(CCCN2CCOCC2)c2nc3ccccc3nc12 | 2.4 | 32.0 | -2.3 | -6.7 | 11.3 | 3.1 | 0.7 | 1.7 | 6.0
CCOC(=O)N1CCN(C(=O)c2ccc3c(=O)n(CC4CCCO4)c(=S)[nH]c3c2)CC1 (stereo not drawn) | -3.9 | 16.6 | 3.3 | -12.8 | 3.6 | 6.6 | 0.8 | 0.6 | 4.0
Cc1ccc(-n2[nH]c(C)c(C=Nc3cc(C)ccn3)c2=O)cc1 | 1.9 | 12.2 | 6.5 | -7.4 | 9.1 | 3.7 | 0.9 | -5.1 | -2.0
COCCn1nnnc1C(c1cccc(C(F)(F)F)c1)N1CCOCC1 (stereo not drawn) | -6.2 | / | -7.0 | -2.3 | -5.1 | 3.5 | / | 5.3 | -2.7
O=C(COc1ccccc1Cl)c1ccc2c(c1)CCCC2 | / | -92.6 | -3.2 | -12.6 | 9.9 | -17.3 | 1.9 | 7.2 | 0.8
O=C1c2ccccc2C(=O)N1C/C=C/c1ccccc1 | 5.3 | -26.2 | 5.7 | -10.9 | 2.7 | -7.5 | 1.3 | -7.6 | -1.7
COc1ccc(Cc2nnc(SCC(=O)NC3CCCC3)o2)cc1 | -2.5 | / | -4.4 | -8.8 | 7.9 | -6.8 | / | 4.9 | 3.5
Clc1ccc(Oc2nc(Oc3ccc(Cl)cc3)nc(N3CCOCC3)n2)cc1 | / | 15.1 | -12.9 | -12.6 | 8.6 | -10.9 | 0.8 | 11.6 | -4.7
Cc1noc(C)c1C(=O)OCC(=O)NCCc1ccc(Cl)cc1 | 9.3 | 28.4 | 11.2 | -6.2 | 3.4 | 26.1 | 0.7 | -12.4 | -4.3
C=CCN1C(=O)C(Cc2cccc(C)c2)SC1=Nc1ccc(C(=O)O)cc1 (stereo not drawn) | / | -0.5 | 14.0 | -5.7 | 1.6 | -3.5 | 1 | -8.0 | -10.0
CC1Cc2ccccc2N1C(=O)COC(=O)Cn1nnc(-c2ccccc2)n1 (stereo not drawn) | 4.0 | 87.6* | 6.4 | -3.1 | 12.7 | -9.4 | 0.1 | 0.0 | -5.0
c1ccc(-c2n[nH]c(-c3ccccn3)n2)cc1 | 7.3 | 5.3 | 15.9 | -7.7 | 7.2 | -8.6 | 0.9 | -14.8 | 2.0
CCCOc1ccc(-c2nc(C#N)c(NCC3CCCO3)o2)cc1 (stereo not drawn) | 7.8 | 23.0 | -2.1 | -1.7 | 13.3 | 2.8 | 0.8 | -0.5 | -4.0
COc1ccc(OC)c(N2C(=O)C(Cl)=C(N3CCCCC3)C2=O)c1 | 7.2 | 78.1* | 6.2 | 3.0 | 7.4 | 15.8 | 0.2 | -8.7 | 0.8
O=C(CNS(=O)(=O)c1ccc(Br)s1)NCc1ccc2c(c1)OCO2 | 6.4 | 95.8* | -5.8 | -3.0 | -2.2 | 7.9 | 0 | 4.1 | -1.3
CC(=O)/C(=C/Nc1ccc(Oc2ccccc2)cc1)c1ccccc1 | / | 89.2* | -5.5 | -9.9 | 0.3 | 2.3 | 0.1 | 8.6 | -4.9
O=C(Nc1cccc(F)c1)c1cccc(S(=O)(=O)N2CCOCC2)c1 | 3.8 | / | 2.9 | -4.7 | -2.7 | 24.2 | / | -2.8 | -4.2
Cc1noc(C)c1COC(=O)c1ccccc1Oc1ccccc1 | -3.9 | 89.2* | -2.2 | -6.5 | 12.6 | 29.8 | 0.1 | 6.1 | 0.6
CC(C)(C)NC(=O)c1sccc1C(=O)O | 3.7 | / | -6.5 | -8.9 | 0.8 | -7.1 | / | 4.0 | -5.9
COC(=O)c1ccccc1NC1OC(=O)c2ccccc21 (stereo not drawn) | -5.3 | 5.7 | 9.0 | 1.1 | -0.8 | 3.7 | 0.9 | -10.2 | -9.5
CCOC(=O)c1c(-c2ccccc2)nc2ccccn12 | / | 13.7 | -4.3 | -4.7 | 2.9 | -4.0 | 0.9 | 7.1 | -6.9
Cc1ccc(NC(=O)c2cc(NC(=O)c3ccco3)ccc2N2CCOCC2)cc1 | 3.5 | 30.6 | -5.5 | -4.3 | 5.2 | -7.7 | 0.7 | 9.0 | 3.8
CCOc1ccc(/C=N/NC(=O)c2ccc(Cn3cc([N+](=O)[O-])cn3)o2)cc1 | / | 58.8* | -5.3 | -6.6 | -3.1 | -10.3 | 0.4 | 7.5 | -0.6

In a second layout: entries from further up.
mol	Candida biofilm	CYP2C9 inh	LYP act	PLK1 kinase inh	HIV Rev-RRE inh	Plk1 PBD FP	CYP2C9 act	PTPN22 inh 2	EphB4 ephrin blk
COc1ccc(OC)c(N2C(=O)C(Cl)=C(N3CCCCC3)C2=O)c1	7.2	78.1*	6.2	3.0	7.4	15.8	0.2	-8.7	0.8
O=C(CNS(=O)(=O)c1ccc(Br)s1)NCc1ccc2c(c1)OCO2	6.4	95.8*	-5.8	-3.0	-2.2	7.9	0	4.1	-1.3
CC(=O)/C(=C/Nc1ccc(Oc2ccccc2)cc1)c1ccccc1	/	89.2*	-5.5	-9.9	0.3	2.3	0.1	8.6	-4.9

Additional records
SMILES | Candida biofilm | CYP2C9 inh | LYP act | PLK1 kinase inh | HIV Rev-RRE inh | Plk1 PBD FP | CYP2C9 act | PTPN22 inh 2 | EphB4 ephrin blk
Cc1cc(Oc2ccccc2)nc(NCc2ccccc2)n1 | 9.6 | 16.8 | -6.9 | -10.4 | 9.2 | 11.8 | 0.8 | 8.2 | -0.1
CC1CCCN(c2nc3nonc3nc2N2CCCC(C)C2)C1 (stereo not drawn) | 4.6 | / | -1.4 | -12.6 | 2.1 | 9.1 | / | 1.0 | -2.4
COc1cccc(CNc2cccc3cccnc23)c1O | 0.6 | -122.8 | 11.9 | -4.7 | 3.4 | -20.1 | 2.2* | -11.2 | 3.1
CCOC(=O)Cn1c2ccccc2c2nc3ccccc3nc21 | 5.7 | -1.7 | 4.5 | -16.0 | -2.7 | 24.4 | 1 | -6.1 | 4.9
COc1ccc(-c2csc(NC(=O)c3cc(C)on3)c2C#N)cc1OC | 4.2 | 40.0 | -6.6 | -11.5 | 2.5 | -18.1 | 0.6 | 4.0 | -5.8
O=[N+]([O-])c1cc(F)c(N2CCCCC2)cc1N1CCOCC1 | / | 43.6 | 11.3 | -15.5 | 8.3 | 4.7 | 0.6 | -7.3 | -0.9
CCCCCN(C(=O)NC(=O)NC(C)CC)S(C)(=O)=O (stereo not drawn) | 9.5 | 23.2 | -11.0 | -6.0 | 3.4 | -21.2 | 0.8 | 10.5 | -5.4
Cc1cc(C)c(NC(=O)CN2CCN(C)CC2)c(C)c1 | 9.8 | 4.0 | -0.3 | -5.5 | / | -12.4 | 1 | -1.3 | /
CN(C)C(CNS(=O)(=O)c1ccc(F)cc1)c1cccnc1 (stereo not drawn) | 9.6 | 2.9 | -2.8 | -2.7 | 7.2 | -0.5 | 1 | 0.6 | 1.5
O=C(CN1CCN(c2ccccc2)CC1)Nc1c(C(=O)C2CC2)oc2ccccc12 | 3.1 | / | -0.5 | -12.3 | -1.3 | 11.5 | / | -2.4 | 1.2
Cc1ccc(CSCC(=O)Nc2ccc3c(c2)OCO3)cc1 | -2.0 | 32.5 | -0.4 | -5.2 | 3.4 | 5.5 | 0.7 | 0.7 | 5.4
O=C1CC(SCCO)C(=O)N1c1ccccc1 (stereo not drawn) | -4.9 | 20.6 | -3.1 | -8.7 | 13.3 | 14.0 | 0.8 | 5.3 | 5.9
CCn1c(SCC(=O)c2c[nH]c3ccccc23)nnc1-c1cccs1 | -2.4 | 14.2 | -14.1 | -14.8 | 24.6 | -18.2 | 0.9 | 13.6 | -1.1
CCOC(=O)C1CCN(C(=O)CN(c2ccc(OC)cc2)S(=O)(=O)c2c(C)noc2C)CC1 | 0.4 | 13.7 | 2.9 | -23.2 | 8.8 | 13.5 | 0.9 | -5.3 | 4.2
c1ccc(-c2noc(CSc3nc4ccccc4o3)n2)cc1 | 2.5 | 5.4 | 6.4 | -2.5 | 2.7 | 23.5 | 0.9 | -9.8 | -3.1
COC(=O)C1=C(Cn2cnc3ccccc32)NC(=O)NC1c1cc(C)ccc1C (stereo not drawn) | 9.3 | 14.4 | -1.8 | 8.5 | 16.1 | -27.9 | 0.9 | 6.0 | 1.4
COc1ccc(CCC(=O)NCc2cn3ccsc3n2)cc1 | 7.6 | / | -3.7 | -13.8 | 4.0 | -1.2 | / | -1.9 | 6.4
CCCOC(=O)NC1C(NC(=O)OCCC)N(C)C(=O)N1C (stereo not drawn) | 7.1 | -8.3 | -0.3 | -15.4 | 10.0 | -12.5 | 1.1 | -0.8 | -2.7
S=C(NCc1ccccn1)Nc1ccc(Cl)cc1Cl | / | 3.6 | -1.2 | -11.2 | 3.2 | -20.8 | 1 | 3.6 | -2.1
C=CCNC(=O)c1oc2ccc(S(=O)(=O)N(CC)CC)cc2c1C | 1.1 | 46.9 | -5.9 | -5.9 | 4.5 | -10.6 | 0.5 | 4.8 | 2.4
COc1cc(-c2nnc(-c3cc(OC)c(OC)c(OC)c3)o2)cc(OC)c1OC | 2.4 | / | -1.2 | -9.7 | -6.6 | -3.5 | / | -4.2 | -0.1
CCC(C)(C)NC(=O)CN(CC1CCCO1)C(=O)CCC(=O)Nc1nccs1 (stereo not drawn) | 1.4 | -12.1 | 3.2 | -8.2 | 5.3 | -7.0 | 1.1 | -5.2 | -2.7
COc1ccc(-c2nnnn2CCc2ccccc2)cc1 | 1.3 | 71.4* | -3.3 | -12.0 | 1.8 | -11.9 | 0.3 | -1.7 | -4.6
O=C(Nc1nccs1)c1cc2sccc2n1Cc1ccc(Cl)cc1 | / | 19.0 | 8.1 | -8.4 | -0.7 | 6.2 | 0.8 | -11.3 | -4.6
COc1ccc(-c2ccnc3nc(Sc4ncc(C(F)(F)F)cc4Cl)nn23)cc1 | / | 51.6* | -11.0 | -14.1 | 7.2 | -4.2 | 0.5 | 12.8 | -5.1
Cc1ccc(-n2nnnc2SCC(=O)N2c3ccccc3NC(=O)C2(C)C)cc1 | 5.3 | 12.8 | -0.7 | -9.5 | 9.5 | 4.6 | 0.9 | -1.5 | -2.6
Cc1nnc(SCC(=O)Nc2c(Cl)cccc2Cl)[nH]c1=O | -2.0 | 62.0* | -4.2 | -2.8 | 4.0 | -6.1 | 0.4 | 2.5 | -2.8

Hits appear at their usual frequency (roughly 20% active in at least one column).
